GPR35 antagonists = inhibition of zaprinast-stimulated GPR35 beta-arrestin translocation – imaging, U2OS, beta-arrestin-GFP, zaprinast agonist, primary screen (AID 2058); U2OS GPR35 beta-arrestin-GFP translocation imaging, zaprinast antagonism; higher % means a stronger effect; one-dose inhibition, % at 10 µM; IC50 in µM for titrated hits; hit rate 0.052% among 290,000;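 active means inhibition of at least 50% with at least 30 cells and total cytoplasm GFP at most 10,000,000; inconclusive means under 30 cells or total GFP of 10,000,000 plus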
NOD1 NF-kB reporter = inhibition of NOD1-driven NF-kB reporter – cell-based, luminescence, uHTS, primary screen (AID 1578); NOD1-driven NF-kB luciferase reporter cells, luminescence; higher % means a stronger effect; inhibition, % at 4 µM; hits with a dose series show EC50 in µM; hit rate 1% among 290,000; in the data active means inhibition mostly above about 36%, no sharp cut-off; inactive means mostly below about 34%;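 further: HEK-293T reporter cells stimulated with the NOD1 agonist gamma-tri-DAP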
GPR55 activation = GPR55 agonists via beta-arrestin recruitment, primary screen, imaging, U2OS cells, beta-arrestin-GFP redistribution (AID 1961) | U2OS GPR55 beta-arrestin-GFP redistribution imaging; higher % means a stronger effect | activation, % at 10 µM; hits with a dose series show EC50 in µM | hit rate 0.048% among 290,000;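 active means activation above 40% with more than 50 cells counted in the well; inconclusive means wells holding fewer than 50 cells, flagged as toxic or sparse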;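 further: U2OS osteosarcoma cells stably expressing GPR55 and beta-arrestin-GFP; plate controls were DMSO negative control for no effect and LPI positive control for full effect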
HIV fusion peptide = inhibitors of HIV fusion peptide binding, primary screen, biochemical, uHTS, fluorescence dequenching (AID 1986). cell-free peptide binding, fluorescence dequenching, 30 min; higher % means a stronger effect. one-dose inhibition, % at 20 µM; IC50 in µM for titrated hits. hit rate 0.3% among 290,000; in the data active means inhibition mostly above about 52%, no sharp cut-off; inactive means mostly below about 76%; further: some results filed as inactive read as strong as hits
KOR beta-arrestin-1 = kappa opioid receptor activators – cell-based, luminescence, uHTS, primary screen (AID 1777); activation, % at 10 µM, or EC50 in µM where a hit was titrated; hit rate 0.02% among 280,000; KOR beta-arrestin recruitment, luminescence; higher % means a stronger effect; in the data active means activation above about 50%, passing the limit was not always enough; further: a part of the inactive calls stands beside numbers as strong as those of hits
Myeloid diff 2 = myeloid differentiation induction; ER-HoxA9 myeloid progenitors, lysozyme-GFP differentiation, flow cytometry; hit rate 1% among 360,000; calls only at 10 µM;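 active means normalized GFP-positive differentiation at or above the plate's own cutoff, the solvent-only control mean plus 3 SD; inconclusive means no clear call, values can overlap the other calls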;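 further: cells exposed to compound for four days before flow analysis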
GPR55 LPI antagonism = GPR55 antagonists blocking LPI-driven arrestin recruitment, primary screen, imaging, U2OS, beta-arrestin-GFP, LPI agonist (AID 2013); U2OS GPR55 beta-arrestin-GFP translocation imaging, LPI antagonism; higher % means a stronger effect; inhibition, % at 10 µM, or IC50 in µM where a hit was titrated; hit rate 0.13% among 290,000;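 active means spots per cell inhibited over 60%, with over 100 cells counted and total cytoplasm intensity under 500,000; inconclusive means wells with under 100 cells, flagged as likely toxic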;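 further: U2OS cells stably carrying GPR55 and arrestin-GFP stimulated by 5 µM LPI near EC80; imaged beta-arrestin-GFP aggregate spots per cell after agonist stimulation; plate controls were LPI-stimulated DMSO wells for no effect and DMSO wells without LPI for full effect; some results filed as inactive read as strong as hits; confirmed hits need IC50 under 10 µM and bright autofluorescent wells are also inconclusive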
NOD2 inhibition = inhibition of NOD2-driven NF-kB reporter – cell-based, luminescence, uHTS, HEK293 (AID 1566); HEK293 NOD2/NF-kB luciferase reporter, luminescence; higher % means a stronger effect; inhibition, % at 4 µM; hits with a dose series show EC50 in µM; hit rate 0.63% among 290,000; further: many of its hits are not listed in these tables
KOR beta-arrestin-2 = KOR antagonists, beta-arrestin recruitment, cell-based, luminescence, uHTS (AID 1778); KOR beta-arrestin recruitment, luminescence, antagonist mode; higher % means a stronger effect; inhibition, % at 10 µM; hits with a dose series show IC50 in µM; hit rate 0.091% among 290,000; further: strong numbers were not always called active
Myeloid diff 2 GFP+ MAC1+ % = second read-out of Myeloid diff 2, no call of its own (marks repeat the call); GFP+ MAC1+ double positive, %; measured here: differentiation confirmed by MAC1 staining
* marks the source's active call; other numbers are inactive results; i = inactive; ? = inconclusive; . = not tested or not shown; [ ] = remark or other dose. Unless noted, no stated cut-off is given here; in the data, active means inhibition above about 50%; inactive means the rest.

SMILES	GPR35 antagonists	NOD1 NF-kB reporter	GPR55 activation	HIV fusion peptide	KOR beta-arrestin-1	Myeloid diff 2	Myeloid diff 2 GFP+ MAC1+ %	GPR55 LPI antagonism	NOD2 inhibition	KOR beta-arrestin-2
CN(C)CCNC(=O)c1c(CSc2ccccc2)noc1C(=O)NCc1ccccc1	18%	-4%	-0.2%	-1.8%	0.8%	i	1.2	14%	12%	24%
Cc1ccc2c(COC(=O)C34CC5CC(CC(C5)C3)C4)cc(=O)oc2c1	-8%	-20%	0.5%	0.2%	-1.9%	i	0.3	4%	-25%	.
O=C(Nc1cc(Cl)cc(Cl)c1)N1CCN(C(=O)C2CCCO2)CC1 (centres undefined)	-6%	-24%	0.0%	-0.7%	-1.9%	i	3.8	-4%	-5%	-15%
COc1ccc(NS(=O)(=O)c2cc(NC(=O)CNC(=O)c3cccc(OC)c3)ccc2C)cc1	-17%	-4%	0.1%	1.9%	13%	i	0.9	15%	20%	-23%
CC1=C(C(=O)OCC2CCCO2)C(c2ccc(C)o2)C2=C(CC(c3ccc(N(C)C)cc3)CC2=O)N1 (centres undefined)	-4%	-19%	-0.2%	-0.8%	0.0%	.	.	13%	1%	-10%
CC12CCC(C(=O)N(CC(O)CN3CCCCCC3)C1=O)C2(C)C (centres undefined)	10%	-17%	-0.2%	1.9%	-0.6%	i	0.3	3%	-4%	-1%
CC(C)CC(C)N1CCC(n2nccc2NC(=O)CCc2ccccc2)CC1 (centres undefined)	57%	-12%	0.3%	2.9%	-1.7%	i	3.0	3%	-5%	-16%
Cc1cc(C)c2c(=O)n(CC(=O)N3CCC(Cc4ccccc4)CC3)sc2n1	-13%	-25%	0.8%	-0.4%	-3.2%	.	.	11%	13%	4%
Cc1ccc(-n2ncc3c(NCc4ccccc4)ncnc32)cc1	23%	-42%	0.7%	-1.7%	6.0%	i	0.7	5%	-28%	-27%
O=C(Nc1ccc(F)cc1)C1CCN(c2ncnc3c2nc2n3CCCCC2)CC1	28%	23%	-0.2%	-2.2%	-5.3%	?	.	-8%	26%	40%

Among those listed so far, 4 have four or more nitrogen atoms:
SMILES	GPR35 antagonists	NOD1 NF-kB reporter	GPR55 activation	HIV fusion peptide	KOR beta-arrestin-1	Myeloid diff 2	Myeloid diff 2 GFP+ MAC1+ %	GPR55 LPI antagonism	NOD2 inhibition	KOR beta-arrestin-2
CN(C)CCNC(=O)c1c(CSc2ccccc2)noc1C(=O)NCc1ccccc1	18%	-4%	-0.2%	-1.8%	0.8%	i	1.2	14%	12%	24%
CC(C)CC(C)N1CCC(n2nccc2NC(=O)CCc2ccccc2)CC1 (centres undefined)	57%	-12%	0.3%	2.9%	-1.7%	i	3.0	3%	-5%	-16%
Cc1ccc(-n2ncc3c(NCc4ccccc4)ncnc32)cc1	23%	-42%	0.7%	-1.7%	6.0%	i	0.7	5%	-28%	-27%
O=C(Nc1ccc(F)cc1)C1CCN(c2ncnc3c2nc2n3CCCCC2)CC1	28%	23%	-0.2%	-2.2%	-5.3%	?	.	-8%	26%	40%

Further structures.
SMILES	GPR35 antagonists	NOD1 NF-kB reporter	GPR55 activation	HIV fusion peptide	KOR beta-arrestin-1	Myeloid diff 2	Myeloid diff 2 GFP+ MAC1+ %	GPR55 LPI antagonism	NOD2 inhibition	KOR beta-arrestin-2
COc1ccc(NC(=O)CCCCCn2nnc3ccccc3c2=O)cc1OC	1%	-12%	-0.1%	0.0%	-0.4%	i	0.8	-7%	-1%	-8%
CSc1nsc(SC)c1C(N)=O	18%	-4%	-0.2%	-0.2%	-5.0%	i	0.5	15%	2%	-2%
CCn1c(Cc2ccccc2)nnc1SCC(=O)Nc1ccccc1O	17%	-12%	0.3%	1.8%	-6.1%	i	0.4	8%	19%	17%
O=C(CNC(=O)c1ccc2c(c1)OCCO2)N/N=C/c1ccco1	-5%	-12%	0.0%	0.0%	5.3%	i	0.5	-1%	-16%	-14%
CCn1c(SCC(=O)Nc2ccc(OC)c(OC)c2)nc2c(c1=O)SCC2	3%	25%	0.0%	-1.8%	9.0%	i	2.3	-6%	6%	0%
COCC(C)NC(=O)C(C)Oc1ccccc1 (centres undefined)	2%	-24%	-0.8%	-0.6%	5.3%	i	1.0	5%	11%	-33%
CC12C(=O)N(c3ccccc3)C(=O)C1C(c1ccccc1)N1CCCN12 (centres undefined)	5%	0%	0.2%	-1.3%	7.1%	i	0.6	9%	9%	-25%
COc1ccc(CCNC(=O)CC2SC(=NCCc3ccccc3)NC2=O)cc1 (centres undefined)	-9%	-16%	-0.2%	1.6%	1.3%	i	0.0	16%	8%	22%
CC(C)(C)C(=O)NC1CCN(S(C)(=O)=O)CC1	-14%	-12%	1.1%	9.1%	-1.8%	i	10	10%	24%	6%
CCCC/C=C1\CCc2c([nH]c3ccccc23)C1=O	3%	-28%	0.7%	-1.8%	4.9%	i	0.3	6%	-37%	-53%
Cc1c(NC(=O)CSc2ccccn2)c(=O)n(-c2ccccc2)n1C	-4%	20%	0.2%	-3.0%	0.6%	i	1.6	5%	-13%	-16%
CC(C)NC(=O)c1ccc(COCC(F)(F)F)cc1	-3%	1%	0.6%	-1.5%	-0.6%	i	0.4	-6%	-16%	-16%
NC(=O)CN1C(=O)C2CCCCN2C(=O)c2ccccc21 (centres undefined)	-3%	-16%	0.2%	-1.0%	-5.4%	i	1.7	-6%	8%	-5%
O=C(Cc1csc(N2CCOCC2)n1)N/N=C/c1ccc(O)c(O)c1O	3%	-38%	0.3%	37%	-1.8%	i	0.3	0%	-6%	-18%
COc1ccc(NC(=O)c2ccc(CNc3c(N4CCCC4)c(=O)c3=O)cc2)cc1Cl	13%	5%	0.6%	0.8%	-1.9%	i	0.2	16%	16%	9%
Cc1cccc2sc(NC(=O)CCNS(=O)(=O)c3cccs3)nc12	-15%	-14%	-0.1%	-0.7%	1.8%	i	0.3	29%	0%	28%
COc1ccccc1C(=O)Nc1ccc2c(c1)nc(CCNC(=O)c1ccccc1)n2C	3%	7%	0.2%	-1.9%	2.0%	?	.	-9%	-34%	8%
COC(=O)NCCOC(=O)N(O)c1ccc(Br)cc1	-13%	16%	0.2%	-2.3%	0.9%	i	7.4	0%	-1%	-8%
Cc1c(C(=O)NCc2ccco2)oc2ccc(S(=O)(=O)N3CCC4(CC3)OCCO4)cc12	-3%	21%	0.8%	3.8%	5.4%	i	0.8	9%	7%	-23%
CCCNC(=O)C1CNc2ccccc2O1 (centres undefined)	10%	3%	0.3%	-1.4%	0.7%	i	0.9	9%	11%	33%
CC(=O)N=Cc1c(C)c(C#N)c(=O)n(C)c1O	-2%	2%	-0.4%	6.4%	0.0%	i	0.1	3%	11%	23%
O=C(NCCCc1ccccc1)c1cccc([N+](=O)[O-])c1	-1%	-1%	-0.2%	-1.2%	-3.4%	i	0.5	-5%	8%	8%
COc1nc2ccccc2nc1CCC(=O)O	42%	-2%	-0.2%	-0.5%	.	i	0.1	1%	-6%	-8%[20 µM]
O=C1NC(=S)N/C1=C/c1cccn1-c1ccc([N+](=O)[O-])cc1	-5%	-46%	1.1%	24%	1.6%	i	0.2	-13%	22%	-48%
COc1ccc2oc(=O)c(C(=O)Nc3ccccc3-c3ccccc3)cc2c1	1%	-34%	0.0%	0.4%	15%	i	7.2	6%	18%	24%
Cc1ccc2c(C)nc(NC3=NCN(CCc4ccccc4)CN3)nc2c1	14%	-20%	1.5%	2.4%	7.4%	.	.	13%	5%	-3%
CCc1cc2c(N[C@@H](Cc3c[nH]c4ccccc34)C(=O)O)ncnc2s1	5%	13%	-0.5%	5.0%	7.5%	i	0.6	-11%	-5%	4%
Cc1ccccc1C(=O)Oc1ccc(Cl)cc1C(=S)N1CCOCC1	0%	1%	-0.1%	-0.3%	-2.1%	i	2.9	-6%	-9%	22%
CC(=O)NC(=S)Nc1ccc(NC(=O)c2cccnc2)cc1	-11%	-10%	-0.1%	-0.2%	0.2%	i	1.1	6%	7%	-5%
Fc1ccc(NC(=S)NC2CCCCC2)c(F)c1F	1%	56%	0.3%	-3.7%	-4.4%	i	2.0	-6%	28%	0%

Reprinted from the entries so far for reference:
SMILES	GPR35 antagonists	NOD1 NF-kB reporter	GPR55 activation	HIV fusion peptide	KOR beta-arrestin-1	Myeloid diff 2	Myeloid diff 2 GFP+ MAC1+ %	GPR55 LPI antagonism	NOD2 inhibition	KOR beta-arrestin-2
O=C(CNC(=O)c1ccc2c(c1)OCCO2)N/N=C/c1ccco1	-5%	-12%	0.0%	0.0%	5.3%	i	0.5	-1%	-16%	-14%
CCn1c(SCC(=O)Nc2ccc(OC)c(OC)c2)nc2c(c1=O)SCC2	3%	25%	0.0%	-1.8%	9.0%	i	2.3	-6%	6%	0%

Continued.
SMILES	GPR35 antagonists	NOD1 NF-kB reporter	GPR55 activation	HIV fusion peptide	KOR beta-arrestin-1	Myeloid diff 2	Myeloid diff 2 GFP+ MAC1+ %	GPR55 LPI antagonism	NOD2 inhibition	KOR beta-arrestin-2
COc1ccc(O)c(C(=O)c2cnc3c(c2)CN(C)C(=O)N3)c1	-8%	-8%	0.7%	-1.5%	-1.3%	i	0.0	-28%	10%	-4%
C/C(=N\NC(=O)CNC(=O)c1ccc(F)cc1)c1ccco1	-4%	2%	-0.1%	-2.4%	-2.0%	i	3.2	-35%	-7%	17%
Cc1cc(NS(=O)(=O)c2ccccc2)no1	2%	-27%	-0.2%	0.5%	1.4%	i	1.1	-3%	3%	8%
CCN(CC(=O)Nc1ccc(NC(C)=O)cc1)C(=O)c1n[nH]c(=O)c2ccccc12	-1%	-11%	0.4%	1.2%	-3.5%	i	0.3	-9%	16%	19%
O=C(C1CC1)N1CCc2cc(Br)cc(S(=O)(=O)N3CCCCCC3)c21	-7%	-14%	-0.1%	-1.2%	-6.0%	i	1.2	1%	1%	28%
C=C(c1ccc(O)cc1)c1ccc(O)cc1	0%	.	-0.1%	-1.6%	-1.4%	i	0.5	1.8µM*	5%	-4%
O=C(Nc1nccs1)C(Br)C(Br)c1ccccc1 (centres undefined)	3%	-1%	0.0%	-0.4%	-1.1%	i	1.5	10%	-140%	14%

These rows are one share of the data, so the mix of outcomes need not match the whole.
